Source: PubChem
PMI act satM6P = increases human PMI activity with near-saturating mannose 6-phosphate. P34949. coupled PMI enzyme assay, resazurin fluorescence, 20 min; stronger effect = higher value; 1 = untreated enzyme, 0 = substrate-free blank. activation factor at 20 µM. 190,000 compounds, 0.34% hits;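 active = activation factor of 2 or more at 20 µM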
Target sequence (P34949 whole entry, looked up): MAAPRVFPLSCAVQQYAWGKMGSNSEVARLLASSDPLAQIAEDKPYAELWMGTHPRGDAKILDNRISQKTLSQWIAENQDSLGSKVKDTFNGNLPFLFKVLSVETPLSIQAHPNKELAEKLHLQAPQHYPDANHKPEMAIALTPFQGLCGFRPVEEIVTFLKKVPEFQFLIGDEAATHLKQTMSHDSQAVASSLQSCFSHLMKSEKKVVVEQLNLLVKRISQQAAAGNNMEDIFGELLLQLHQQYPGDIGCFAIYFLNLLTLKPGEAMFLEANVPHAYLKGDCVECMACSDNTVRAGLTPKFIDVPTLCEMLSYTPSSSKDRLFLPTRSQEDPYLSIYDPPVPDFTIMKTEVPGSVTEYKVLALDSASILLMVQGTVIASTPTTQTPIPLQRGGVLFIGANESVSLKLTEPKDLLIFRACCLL
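Material: human phosphomannose isomerase with PGI, G6PDH, diaphorase coupling enzymes. Quantity: 15 ng/mL PMI. Medium: HEPES pH 7.4 buffer with MgCl2 and Tween-20. Reagent: Near-saturating mannose-6-phosphate, 1.0 mM. Compound: 20 µM single dose. Times: enzyme reaction with compound 20 min at room temperature. Detection: resorufin fluorescence at Ex 544/Em 590 nm.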
Diaphorase inh = inhibits diaphorase or chemically oxidizes, flagging diaphorase assay artifacts; diaphorase resazurin-to-resorufin fluorescence, NADH, 16 min; bacterial (C. kluyveri) enzyme, not human; inhibition, % at 20 µM; 190,000 compounds, 0.69% hits; AID 1217;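 active = primary screen inhibition at 20 µM above a set limit, cut at about 50% in these data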;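 also: plate controls were DMSO with full reaction for no effect and wells lacking NADH for full effect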
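Benchmarks: positive control wells lacking NADH, neutral wells with DMSO only. System: bacterial diaphorase enzyme (C. kluyveri). Input: 0.14 U/mL diaphorase, enzyme working solution. Detection: resorufin fluorescence, excitation 544 nm, emission 590 nm. Times: 16-min room-temperature incubation before reading.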
PPARg SRC2 recr = promotes SRC-2 coactivator recruitment by human PPARgamma. P37231. PPARgamma LBD-SRC-2 recruitment, biochemical. activation, % at 8 µM. 200,000 compounds, 0.34% hits; in the data active = activation above about 22%;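 also: 0% = vehicle and 100% = reference agonist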
Target sequence (P37231 whole entry, looked up, the tested form may be a part): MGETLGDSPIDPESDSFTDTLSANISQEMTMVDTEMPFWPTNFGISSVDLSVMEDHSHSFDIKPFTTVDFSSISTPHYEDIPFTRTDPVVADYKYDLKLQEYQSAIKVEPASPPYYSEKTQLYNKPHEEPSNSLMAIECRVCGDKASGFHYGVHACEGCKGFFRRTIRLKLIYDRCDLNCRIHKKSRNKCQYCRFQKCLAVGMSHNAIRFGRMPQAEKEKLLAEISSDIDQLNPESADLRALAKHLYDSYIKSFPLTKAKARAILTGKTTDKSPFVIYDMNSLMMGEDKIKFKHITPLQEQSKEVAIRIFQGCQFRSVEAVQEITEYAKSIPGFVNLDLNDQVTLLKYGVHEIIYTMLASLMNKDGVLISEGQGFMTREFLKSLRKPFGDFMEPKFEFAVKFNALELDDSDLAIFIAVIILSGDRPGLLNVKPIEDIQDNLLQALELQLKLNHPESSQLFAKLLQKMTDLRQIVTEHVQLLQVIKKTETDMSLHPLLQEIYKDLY
G6PDH counter = L. mesenteroides G6PDH inhibition counter-screen; Purified L. mesenteroides G6PDH, diaphorase/resazurin coupled fluorescence, 45 min; inhibition, % at 5 µM; 200,000 compounds, 0.12% hits; in the data active = inhibition above about 50%
PPARg SRC-3 ag = promotes SRC-3 coactivator recruitment by human PPARgamma; P37231; biochemical PPARgamma/SRC-3 coactivator recruitment assay; activation, % at 8 µM; 200,000 compounds, 0.26% hits; in the data active = activation above about 23%;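 also: 0% = DMSO and 100% = reference agonist; some compounds past the cut are filed as inactive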
S1P3 antagonist = S1P3 (human) receptor antagonism | Q99500 | CHO S1P3 NFAT-BLA reporter, FRET fluorescence, antagonist mode | inhibition, % at 4.98 µM | 170,000 compounds, 0.27% hits | AID 485;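 active = inhibition above the plate cutoff, the mean inhibition of test wells on that plate plus 3 SD, cut at about 28% in these data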;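 also: cells challenged with S1P at its EC80 of 0.8 µM; blue over green emission ratio from cleaved BLA substrate after 4 h stimulation; 0% = S1P-stimulated wells and 100% = unstimulated DMSO-only wells; some compounds past the cut are filed as inactive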
ROMK mod = modulates human ROMK potassium channel activity | 130,000 compounds, 2% hits | Tet-inducible ROMK, thallium flux fluorescence; actives lie on both sides | P48048 | B-score at 10 µM;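 active = signal ratio slope over the read window, or its plate-corrected B-score, at least 3 SD from the plate mean, either direction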;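 also: B-score of the F/F0 ratio slope over 7 to 12 s after thallium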
Diaph act CS = counter-screen for diaphorase-based assays: diaphorase activators and chemical reducers. Diaphorase/resazurin coupled assay, resorufin fluorescence, 16 min; stronger effect = higher value; 1 = vehicle wells, 0 = NADH-free wells. activation factor at 20 µM. 190,000 compounds, 0.005% hits;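 active = diaphorase activity raised at least twofold by the compound at 20 µM; inactive = activation factor below 2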
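Test system: Clostridium kluyveri diaphorase, purified enzyme. Buffer or medium: 50 mM HEPES pH 7.4 buffer plus MgCl2 and Tween 20. Also added: 0.114 mM NADH and 0.1 mM resazurin, final amounts. Dosing: compound 20 µM once, DMSO 1%. Schedule: 16 min enzyme reaction, ambient temperature. Detection: fluorescence of resorufin, 544 nm excitation, 590 nm emission.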
SRC2 TRFRET art = flags TR-FRET format artefacts in PPARgamma SRC-2 recruitment agonist screen | TR-FRET artefact counter-screen; stronger effect = higher value | TR-FRET ratio at 8 µM | 200,000 compounds, 0.4% hits; in the data active = TR-FRET ratio above about 2000; also: inactives centre near 1500
PPARg SRC-1 ag = agonists of human PPARgamma SRC-1 coactivator recruitment | P37231 | PPARgamma-SRC-1 coactivator recruitment biochemical assay | activation, % at 8 µM | 200,000 compounds, 0.41% hits | AID 631; in the data active = activation above about 19%;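 also: 0% = DMSO and 100% = reference agonist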
PMI activator = phosphomannose isomerase (human) activation. P34949. purified human PMI, coupled resazurin fluorescence, 20 min; stronger effect = higher value; 1 = vehicle control, 0 substrate-free wells. activation factor at 20 µM. 190,000 compounds, 0.005% hits;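 active = activation factor of 2 or more at 20 µM, relative to plate controls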
The depositor's hits bear a star; · = no result given. Compounds were not picked by outcome; about 3.3% have a hit in one of these screens.

1	C=CCn1c(=NC(=O)c2cccs2)sc2cc(NC(C)=O)ccc21
2	NC(=O)C1CC(O)CN1c1nc(CN2CCOCC2)nc2scc(-c3ccccc3)c12 (stereo not given)
3	O=C1C2CC=CCC2C(=O)N1Nc1ccccc1 (stereo not given)
4	COc1ccccc1NC1=CC(=O)CC(c2ccccc2)C1 (stereo not given)
5	Nc1nc(-c2ccccc2)cn1N

screen / no.	1	2	3	4	5
PMI act satM6P	1	1	1	1	1
Diaph act CS	0.9	0.8	1	0.7	1
G6PDH counter	4	1	3	-10	2
PPARg SRC-3 ag	9	-10	2	-1	-5
PPARg SRC2 recr	6	-7	-7	0	0
SRC2 TRFRET art	1577	1417	1506	1524	1460
Diaphorase inh	15	23	3	26	-5
S1P3 antagonist	9	3	-3	-7	·
ROMK mod	·	·	0.75	-0.058	·
PPARg SRC-1 ag	9	-4	10	5	-4
PMI activator	1	0.9	1.1	0.9	0.9

One compound at a time (already shown).
Entry for Nc1nc(-c2ccccc2)cn1N → PMI act satM6P = 1; Diaph act CS = 1; G6PDH counter = 2; PPARg SRC-3 ag = -5; PPARg SRC2 recr = 0; SRC2 TRFRET art = 1460; Diaphorase inh = -5; S1P3 antagonist = ·; ROMK mod = ·; PPARg SRC-1 ag = -4; PMI activator = 0.9
Entry for NC(=O)C1CC(O)CN1c1nc(CN2CCOCC2)nc2scc(-c3ccccc3)c12 (stereo not given) → PMI act satM6P = 1; Diaph act CS = 0.8; G6PDH counter = 1; PPARg SRC-3 ag = -10; PPARg SRC2 recr = -7; SRC2 TRFRET art = 1417; Diaphorase inh = 23; S1P3 antagonist = 3; ROMK mod = ·; PPARg SRC-1 ag = -4; PMI activator = 0.9

Next section:
6	COc1ccc(N2C(=O)NC3CC2(C)Oc2ccccc23)cc1 (stereo not given)
7	Cc1cc(C)c(S(=O)(=O)c2ccccc2C(=O)O)c(C)c1
8	CC(C)CNC(=O)CSc1nnc(-c2ccc(Cl)cc2)n1N
9	C=CCOC(=O)C1=C(C)NC(=O)NC1/C=C/c1ccccc1OC (stereo not given)
10	COc1ccc(CCNC(=O)Cc2cccs2)cc1OC

screen / no.	6	7	8	9	10
PMI act satM6P	1	1	1.1	1	1
Diaph act CS	1	0.9	1	0.9	1.1
G6PDH counter	-2	4	4	4	7
PPARg SRC-3 ag	4	5	2	0	2
PPARg SRC2 recr	0	1	-4	-3	0
SRC2 TRFRET art	1579	1288	1317	1448	1422
Diaphorase inh	1	7	-1	11	-13
S1P3 antagonist	-10	·	-7	-10	-1
ROMK mod	-0.53	-0.11	0.75	-0.13	-0.33
PPARg SRC-1 ag	4	-2	-1	-2	0
PMI activator	1	0.9	1.1	1	1

11	CCN(CC)Cc1c[nH]c2c(C(=O)OC)cccc12
12	CCC/C(=N\NC(=O)CNC(=O)/C=C/c1ccco1)c1ccccc1
13	COc1ccc(CCNC(=O)c2nnn(-c3cccc(C)c3)c2N)cc1OC
14	CC1CC(C)CN(C(=O)c2ccc3c(c2NCCO)C(=O)c2ccccc2C3=O)C1 (stereo not given)
15	O=C(O)c1cccnc1-c1ncccc1C(=O)O

screen / no.	11	12	13	14	15
PMI act satM6P	1.1	0.9	1	1.1	1
Diaph act CS	1.1	0.9	0.8	0.6	0.8
G6PDH counter	1	-1	10	8	15
PPARg SRC-3 ag	0	1	-1	7	12
PPARg SRC2 recr	-2	-3	3	8	7
SRC2 TRFRET art	1493	1454	1522	1614	1385
Diaphorase inh	-6	10	18	36	15
S1P3 antagonist	13	-1	·	·	2
ROMK mod	·	0.045	-0.45	-2.4	0.49
PPARg SRC-1 ag	0	-1	-4	7	-2
PMI activator	1.1	0.9	1	1	0.9

16	Cc1nn(C)c(C)c1NC(=O)c1ccc(Cl)cc1
17	CC1(C)CC(=O)C(=Cc2cn(CCC#N)nc2-c2ccc(Cl)cc2)C(=O)C1
18	Cc1cccc(C)c1NC(=S)N/N=C/c1c(Cl)cccc1Cl
19	O=S(=O)(NCc1ccccc1)c1ccc(S(=O)(=O)N(Cc2cccs2)CC2CCCO2)cc1 (stereo not given)
20	Cc1c(NC(=O)c2nn3c(C(F)(F)F)cc(-c4ccccc4)nc3c2Br)c(=O)n(-c2ccccc2)n1C

screen / no.	16	17	18	19	20
PMI act satM6P	1	1.1	0.9	1	0.9
Diaph act CS	0.9	0.9	1	0.9	0.9
G6PDH counter	-2	0	13	-6	-8
PPARg SRC-3 ag	13	3	4	1	3
PPARg SRC2 recr	6	14	11	3	0
SRC2 TRFRET art	1426	1831	1710	1434	1507
Diaphorase inh	10	15	-1	14	13
S1P3 antagonist	·	2	18	·	7
ROMK mod	0.00025	-0.49	1.4	1.8	0.44
PPARg SRC-1 ag	4	6	7	7	5
PMI activator	0.9	0.9	0.9	1	1

21	Cc1cc(C)c2nc(C(F)(F)F)nc(N3CC(C)OC(C)C3)c2c1 (stereo not given)
22	COc1ccc(NC(=O)c2ccccc2CC[N+](=O)[O-])cc1
23	O=C(Nc1ccccc1N1CCN(c2ccc(F)cc2)CC1)c1ccccc1
24	O=c1cc(O)nc(SC23CC4CC(CC(C4)C2)C3)[nH]1
25	COc1cc(C(=O)NCc2ccc(-n3cccc3)cc2)cc(OC)c1OC

screen / no.	21	22	23	24	25
PMI act satM6P	1	0.9	1	1	1
Diaph act CS	0.9	1	0.9	0.8	0.9
G6PDH counter	4	4	5	7	12
PPARg SRC-3 ag	13	-5	-5	-2	-4
PPARg SRC2 recr	1	-13	11	9	-3
SRC2 TRFRET art	1501	1572	1600	1568	1480
Diaphorase inh	13	0	11	20	11
S1P3 antagonist	13	-25	62*	-21	-15
ROMK mod	-0.19	0.22	·	0.24	·
PPARg SRC-1 ag	3	4	5	5	-1
PMI activator	0.9	1	0.9	1.1	1

26	Cc1cc(C(=O)N/N=C/c2cccc([N+](=O)[O-])c2)c(C)n1-c1ccccc1
27	O=C(/C=C/c1cccc(F)c1)Nc1cc(S(=O)(=O)N2CCOCC2)ccc1N1CCCC1
28	CCn1c(Cc2ccccc2)nnc1SCc1ccc([N+](=O)[O-])cc1
29	CCCCNC(=O)CC1Nc2ccccc2NC1=O (stereo not given)
30	CCCOc1ccc(S(=O)(=O)NCCN2CCOCC2)c2ccccc12

screen / no.	26	27	28	29	30
PMI act satM6P	0.9	0.9	1.1	0.9	1
Diaph act CS	0.8	0.8	1	0.9	0.9
G6PDH counter	-7	10	5	-8	12
PPARg SRC-3 ag	2	-2	1	4	-2
PPARg SRC2 recr	-5	3	-4	5	9
SRC2 TRFRET art	1572	1575	1423	1721	1578
Diaphorase inh	19	23	5	6	15
S1P3 antagonist	2	2	8	-42	0
ROMK mod	-0.34	-0.15	-0.36	·	·
PPARg SRC-1 ag	-7	-6	2	12	6
PMI activator	1	1	1	0.9	0.9

31	Cc1ccc(C)c(/C(O)=C2\C(=O)C(=O)N(CCCn3ccnc3)C2c2ccncc2)c1 (stereo not given)
32	C/C(CC(=O)NC(C)(C)C)=N\NC(=O)COc1ccc(C)cc1Br
33	COC(=O)N/N=C/c1c[nH]c2ccccc12
34	CN(C)CCNC=C(C(=O)Nc1ccc(Cl)cc1Cl)C(=O)Nc1ccc(Cl)cc1Cl
35	O=C(Nc1ccccc1Cl)c1c(F)c(F)c(F)c(F)c1F

screen / no.	31	32	33	34	35
PMI act satM6P	1.1	0.9	1	0.8	·
Diaph act CS	1.1	0.9	0.8	0.9	·
G6PDH counter	11	6	3	-29	·
PPARg SRC-3 ag	3	-2	0	15	2
PPARg SRC2 recr	10	-3	2	1	1
SRC2 TRFRET art	1569	1815	1413	1659	1433
Diaphorase inh	-10	11	18	10	·
S1P3 antagonist	-3	1	-8	·	-9
ROMK mod	-0.31	-0.49	-0.75	·	·
PPARg SRC-1 ag	4	9	5	9	-3
PMI activator	1.1	0.9	0.9	0.8	·

36	Cc1cc(C)c(NC(=O)Cn2cc3c(n2)CCCC3)c(C)c1
37	Cc1cc(C)cc(N(CC(=O)Nc2c(C)n(C)n(-c3ccccc3)c2=O)S(C)(=O)=O)c1
38	O=C1c2cccc(OCC(=O)N3N=C(c4cccs4)CC3c3ccc(F)cc3)c2CCN1Cc1cccnc1 (stereo not given)
39	CCC1Oc2ccc(C)cc2N(CC(=O)NCc2ccccc2OC)C1=O (stereo not given)
40	CC(=O)OC[C@H]1O[C@@H](O/N=C/[C@@H](C)[C@H](OCc2ccccc2)C(C)C)[C@H](OC(C)=O)[C@@H](OC(C)=O)[C@@H]1OC(C)=O
41	Cc1cc(OCC(=O)Nc2cccc(S(=O)(=O)NC3=NCCCCC3)c2)ccc1Cl
42	Cc1cc(C(F)(F)F)nc(SCC(=O)NC2CC3CCC2C3)n1 (stereo not given)
43	CCC(=O)c1ccc(N2CCN(C(=O)c3cc([N+](=O)[O-])ccc3N3CCN(C)CC3)CC2)c(F)c1

screen / no.	36	37	38	39	40	41	42	43
PMI act satM6P	1	1.1	1	1	1	1	1	0.9
Diaph act CS	0.9	0.9	0.9	1.1	1	0.9	1	0.9
G6PDH counter	-14	5	-21	4	20	-10	-4	4
PPARg SRC-3 ag	6	3	3	0	-5	-7	-7	5
PPARg SRC2 recr	0	0	9	0	-8	-3	6	3
SRC2 TRFRET art	1575	1437	1662	1426	1479	1515	1491	1548
Diaphorase inh	13	5	10	-9	4	13	4	10
S1P3 antagonist	-26	-19	-8	3	-7	-21	-37	·
ROMK mod	·	0.7	·	·	-0.74	·	0.55	·
PPARg SRC-1 ag	2	8	0	-3	-1	-3	-2	5
PMI activator	1	1.1	0.9	0.9	1	0.9	0.9	0.9
